HTT cytoprotect = qHTS Multiplex Assay to Identify Dual Action Probes in a Cell Model of Huntington: Cytoprotection (ATP) | PC12 HTT-Q103 induced, cytoprotection, ATP luminescence, 40 h | Potency, µM (series often up to 56.4 µM), without a hit: cytoprotection (ATP increase), actives largely listed as activators | 230,000 tested, 0.14% active;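 note: % of control where 0% means no effect; nearly all actives have a fitted effect of over 45% in size; toxic huntingtin expression switched on by the ecdysone agonist tebufenozide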
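PC12 cells with ecdysone-inducible HTT exon 1 Q103-GFP, induced with 100 nM tebufenozide and co-treated with library compounds in a dose series (1536-well, 1500 cells/well). Cytoprotection read as ATP content by ATPlite luminescence.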
IMPase Li cell = qHTS Assay for Identifying the Cell-Membrane Permeable IMPase Inhibitors: Potentiation with Lithium | CHO-M1 cells, IP1 TR-FRET (IP-One), carbachol + lithium | Potency, µM (highest dose often 59.4 µM), inactives show top-dose activity, negative = IMPase inhibition, most hits filed as inhibitors | 210,000 tested, 0.35% active | AID 1457, 2008;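 note: IP1 builds up when IMPase is blocked and the TR-FRET signal falls; plate controls were basal vehicle for no effect and high inhibitor control for full effect; nearly all actives have a fitted effect of over 50% in size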
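CHO cells stably expressing M1 receptor (2000/well) were cultured 16–30 h, then exposed to compounds with a small lithium addition for 30 min at 37C. IP1 was measured by TR-FRET competition; AC50 from Hill fits.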
GoLoco inh red = qHTS Assay for Inhibitors of RGS12 GoLoco Motif Activity (Red Fluorophore). Guanine nucleotide-binding protein G(i) subunit alpha-1 (Homo sapiens), P63096. Gai1:RGS12 GoLoco peptide FP, rhodamine, 10 min. AID 880, 2007. 230,000 tested, 0.44% active. Potency, µM (doses to about 61.6 µM), for inactives: top-dose activity, negative = inhibition, most hits filed as inhibitors; active = well fitted inhibition curve with a large enough effect, not every such curve was filed as active; inactive = no such curve, though single readings can be large or run the other way; note: % is set by controls: 0 for no effect and ±100 for the full control effect; nearly all actives have a fitted effect of over 30% in size; many of its hits are not listed in these tables
Target sequence (P63096 whole entry, looked up): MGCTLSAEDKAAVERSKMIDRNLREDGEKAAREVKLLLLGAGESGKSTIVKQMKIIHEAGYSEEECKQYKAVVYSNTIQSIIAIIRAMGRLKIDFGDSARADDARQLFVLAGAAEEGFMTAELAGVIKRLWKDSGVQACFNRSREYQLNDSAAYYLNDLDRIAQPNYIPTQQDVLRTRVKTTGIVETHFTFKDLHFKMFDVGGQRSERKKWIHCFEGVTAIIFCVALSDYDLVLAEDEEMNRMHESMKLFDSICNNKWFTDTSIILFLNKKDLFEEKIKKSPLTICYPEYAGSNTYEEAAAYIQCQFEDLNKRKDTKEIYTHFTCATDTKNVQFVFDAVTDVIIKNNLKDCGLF
GAA glycogen mod = qHTS Assay for Inhibitors and Activators of Human alpha-Glucosidase Cleavage of Glycogen. 300,000 tested, 0.38% active. Potency, µM (highest dose often 76.4 µM), inactives show at the highest dose activity change, negative = inhibition, usual class: inhibitors. recombinant GAA, glycogen substrate, Amplex Red glucose oxidase fluorescence. AID 2100, 2009. Lysosomal alpha-glucosidase (Homo sapiens), P10253;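 note: 0% = full enzyme reaction and -100% = no-enzyme basal signal; the screen sought inhibitors and activators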
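Recombinant human alpha-glucosidase (4 nM final) hydrolysed bovine liver glycogen (30 ug) for 40 min at 37 C in pH 5.0 citrate/phosphate with 0.01% Tween-20. Released glucose detected by glucose oxidase/Amplex Red, Ex 573/Em 610 nm. Compounds up to 77 uM; AC50 from Hill fits.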
HTT aggregate = qHTS Multiplex Assay to Identify Dual Action Probes in a Cell Model of Huntington: Aggregate Formation (GFP). PC12 HttQ103-GFP aggregates, Acumen cytometry, 40 h. Potency, µM (series often up to 46.1 µM), inactives show top-dose activity change, negative = inhibition, most hits filed as inhibitors. 220,000 tested, 1.1% active. AID 1688, 2009; note: % is set by controls: 0 for no effect and ±100 for the full control effect; nearly all actives have a fitted effect of over 60% in size
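Using laser scanning cytometry, GFP-positive aggregates were counted after lysis of PC12 cells induced with 100 nM tebufenozide to express HTT exon 1 Q103–GFP. Compounds were tested in titration.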
GAA spleen mod = qHTS Assay for Inhibitors and Activators of Human alpha-Glucosidase From Spleen Homogenate; Lysosomal alpha-glucosidase (Homo sapiens), P10253; human spleen homogenate, 4-MU-alpha-glucoside fluorescence; Potency, µM (highest dose often 79.9 µM), without a hit: top-dose activity change, negative = inhibition, hits mostly inhibitors; 240,000 tested, 0.006% active; AID 2112, 2009;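 note: 0% = enzyme with vehicle and -100% = no enzyme basal signal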
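Compounds were titrated against alpha-glucosidase in spleen homogenate at pH 5.0, with 1 mM 4-methylumbelliferyl substrate for 40 min at 37 C. Reactions were quenched with pH 10 NaOH/glycine and fluorescence measured.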
GAA inh = qHTS Assay for Inhibitors of Human alpha-Glucosidase as a Potential Chaperone Treatment of Pompe Disease; Lysosomal alpha-glucosidase (Homo sapiens), P10253; purified human GAA, 4-MU-alpha-glucoside fluorescence; Potency, µM (titrated, usually from 76.9 µM), for the others: at the top dose activity change, negative = inhibition, most hits filed as inhibitors; 200,000 tested, 0.005% active; AID 1466, 2008;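 note: plate controls were uninhibited enzyme wells for no effect and no-enzyme background for full effect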
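AC50 values come from Hill fits of compound titrations (up to 77 uM) against 4 nM human enzyme. Substrate 4-methylumbelliferyl-alpha-D-pyranoside at 400 uM, pH 5.0 citrate buffer, 20 min room temperature; fluorescence Ex 365/Em 440 after alkaline stop.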
Active calls of the source: *; ? = inconclusive; . = no result given; & = joins results of further samples; [ ] = remark or other dose. Unless noted, calls come from the whole dose curve; as a rule, active = well fitted curve in the direction sought with a large enough effect; inconclusive = small, poorly fitted or top-dose-only effect, or another doubt; inactive = no such curve, though single readings can be large; an effect the other way counts as inactive or inconclusive. Potency is the fitted concentration of half-maximal effect.

SMILES,HTT cytoprotect,IMPase Li cell,GoLoco inh red,GAA glycogen mod,HTT aggregate,GAA spleen mod,GAA inh
CCCN(CCC)CCCNC(=O)CNC(=O)c1nn(-c2ccc(OC)cc2)c(=O)c2ccccc12,-26%,23%,2%,4%,?,-7%,4%
CC(C)n1cc(/C=N/NC(=O)COc2cccc3cccnc23)c2ccccc21,-2%[10 µM],.,.,10%,0%,-6%,-8%
CCC(C)c1ccc(OCCCCN2CCOCC2)cc1 (centres undefined),10%,37%[activator][38.3 µM],-18%,7%,-14%,0%,-17%
CCC(=O)N(CCc1ccccc1C)Cc1cc2cc3c(cc2[nH]c1=O)OCO3,13%,21%[38.3 µM],-2%,-11%,-13%,10%,-2%
O=C(O)COc1ccccc1/C=N/NC(=O)Cc1csc(Nc2cccc(C(F)(F)F)c2)n1,-21%,6%,7%,?,20%,-1%,10%
O=C(Nc1c(-c2ccccc2)nc2sccn12)c1ccccc1,-20%,24%[38.3 µM],6%,-17%,-6%,0%,2%
CCOc1ccccc1Nc1nc(-c2sc(NC(=O)c3ccccc3)nc2C)cs1,-28%,22%[38.3 µM],9%,-10%,-1%,-5%,-2%
O=C(Nc1nc2nc(-c3ccccc3)cc(=O)n2[nH]1)c1ccccc1,3%,11%[38.3 µM],6%,5%,6%,-3%,-7%
COc1ccc(S(=O)(=O)N2CCC(C(=O)Nc3cccc(C(C)=O)c3)CC2)cc1,-4%[10 µM],4%,-4%,-10%,6%,-20%,-5%
CSc1nsc(SC)c1C(=O)NC(=O)Nc1cccnc1,9%[10 µM],.,7%,4%,6%[9.22 µM],-3%,9%
CS(=O)(=O)N1CCN(C2CCN(Cc3ccccc3)CC2)CC1,11%,16%[38.3 µM],6%,5%,7%,-15%,-2%
CC(C)c1ccc2c(c1)C(c1cccs1)=NNC(c1ccncc1)=N2,3%[10 µM],-1%,8%,1%,18%[9.22 µM],3%,-8%
CC1CN(CC(O)COCc2ccc3c(c2)OCO3)CC(C)O1 (centres undefined),-28%,3%,11%,10%,7%,-3%,2%
O=C(NC(=S)N1CCN(C/C=C/c2ccccc2)CC1)c1ccco1,-5%,-5%,29%,-29%,30%,4%,3%
CCCCN(C)CCNC(=O)CSCc1ccc(C)cc1,-7%,-1%,3%,9%,-8%,-1%,3%
Cc1ccc2cc(CN(Cc3ccc4c(c3)OCO4)Cc3nnnn3Cc3ccco3)c(=O)[nH]c2c1C,16%[1.9 µM],32%[activator][38.3 µM],9%,-16%,19%,-3%,-7%
COc1cc(S(=O)(=O)N2CCC(c3nc4ccccc4s3)CC2)ccc1S(=O)(=O)N1CC(C)CC(C)C1 (centres undefined),4%[10 µM],6%,-9%,0%,-11%,-2%,1%
CCCOc1cccc(C(=O)N(Cc2cccs2)C2CCS(=O)(=O)C2)c1 (centres undefined),-5%,-25%[38.3 µM],-7%,6%,-7%,9%,1%
COc1cc(S(=O)(=O)N2CCN(Cc3ccccc3)CC2)ccc1Br,22%[10 µM],10%[38.3 µM],3%,-15%,-25%,-8%,-9%
O=C(c1cccc(-n2cnnn2)c1)N1CC=C(c2ccccc2)CC1,-7%[10 µM],-6%[38.3 µM],-2%,1%,-10%,-3%,6%
CS(=O)(=O)N1CCC2(CCN(C(=O)Nc3cccc(F)c3)CC2)CC1,15%,0%,4%,.,.,4%,.
Cc1ccc(S(=O)(=O)CCc2nnc(NC(=O)C3CCCO3)s2)cc1 (centres undefined),19%[10 µM],7%[38.3 µM],5%,-8%,17%,-2%,2%
Cc1ccc(C)n1-n1c(C)nc2scc(-c3cccs3)c2c1=O,-19%,10%[38.3 µM],4%,0%,9%[9.22 µM],2%,?
CNc1ccc2nnc(C(F)(F)C(F)(F)C(F)(F)F)n2n1,18%[10 µM],1%,3%,-3%,0%[9.22 µM],-6%,-1%
O=C(Nc1cc(S(=O)(=O)Nc2ccccc2Cl)ccc1O)c1sc2cc(Cl)ccc2c1Cl,27%,7%,9%,24%,12%,2%,10%
COc1ccc(NC(=O)CC(C)=O)c(OC)c1,12%[10 µM],.,2%,-3%,-1%[9.22 µM],2%,.
O=C(NCCc1ccc2c(c1)OCCO2)c1ccccc1F,4%[10 µM],6%,-10%,-3%,?,4%,5%
CCCCC(c1nnnn1CS(=O)(=O)c1ccc(C)cc1)N1CCN(c2ccccc2)CC1 (centres undefined),9%[10 µM],8%,8%,-7%,4%,-6%,-9%
CCN(CC)c1ccc(/C=N/n2c(=S)[nH]nc(C)c2=O)cc1,-8%,.,.,-6%,-8%,3%,-4%
CSc1cccc(NC(=O)c2ccccc2N(C)S(C)(=O)=O)c1,6%,3%[38.3 µM],-40%,7%,6%[9.22 µM],7%,-6%

Three of the compounds above, with each value named:
smiles: CS(=O)(=O)N1CCN(C2CCN(Cc3ccccc3)CC2)CC1
  HTT cytoprotect = 11%
  IMPase Li cell = 16%[38.3 µM]
  GoLoco inh red = 6%
  GAA glycogen mod = 5%
  HTT aggregate = 7%
  GAA spleen mod = -15%
  GAA inh = -2%

smiles: COc1ccc(S(=O)(=O)N2CCC(C(=O)Nc3cccc(C(C)=O)c3)CC2)cc1
  HTT cytoprotect = -4%[10 µM]
  IMPase Li cell = 4%
  GoLoco inh red = -4%
  GAA glycogen mod = -10%
  HTT aggregate = 6%
  GAA spleen mod = -20%
  GAA inh = -5%

smiles: COc1cc(S(=O)(=O)N2CCN(Cc3ccccc3)CC2)ccc1Br
  HTT cytoprotect = 22%[10 µM]
  IMPase Li cell = 10%[38.3 µM]
  GoLoco inh red = 3%
  GAA glycogen mod = -15%
  HTT aggregate = -25%
  GAA spleen mod = -8%
  GAA inh = -9%

The list continues.
SMILES,HTT cytoprotect,IMPase Li cell,GoLoco inh red,GAA glycogen mod,HTT aggregate,GAA spleen mod,GAA inh
COc1ccc(S(=O)(=O)C(C#N)c2nc3ccccc3nc2N2CCCC(C)C2)cc1 (centres undefined),-12%[0.074 µM],4%[38.3 µM],19%,-10%,?,-1%,0%
N#CC1=C(Nc2ccc(Br)cc2)CCC1,-13%,.,.,-7%,-14%,5%,-7%
Cc1nn(Cc2cccc(C(=O)Nc3ccn(Cc4c(F)c(F)cc(F)c4F)n3)c2)c(C)c1[N+](=O)[O-],-22%,24%[38.3 µM],-3%,-10%,-20%,-6%,-11%
CN=C(Nc1ccc(C(=O)OC)s1)c1ccc(Cl)cc1,-24%,5%,2%,-8%,-13%,-2%,1%
CCCn1c(SCC(=O)Nc2cc(Cl)ccc2Cl)n[nH]c1=O,-21%,-2%,6%,6%,4%,6%,2%
CN1[C@@H]2CC[C@H]1CC(OC(c1ccccc1)c1ccccc1)C2 (some centres undefined),-50%[inhibitor],40%&21%[activator],0%[14.2 µM],.,-14%&11%,5%,.
Cc1ccc2oc(=O)n(CCCOc3ccccc3C)c2c1,7%[10 µM],13%,-1%,-8%,-14%[9.22 µM],-1%,-2%
CC(C)OC(=O)CC(=O)CSc1nc2c(cc1C#N)CCCC2,-21%,-9%[38.3 µM],5%,11%,-11%,-10%,2%
CC(C)(ONC(=O)Nc1ccccc1Cl)C(=O)O,?,.,3%,-2%,-5%[9.22 µM],0%,.
[O-][n+]1ccccc1SSc1cccc[n+]1[O-],-98%[inhibitor],.,-5%,.,5µM*,.,.
CCCCC(CC)CNC(=O)CN(C)S(=O)(=O)c1cccc2nsnc12 (centres undefined),-28%,4%[38.3 µM],2%,3%,?,-15%,-11%
COc1ccc(C2=NOC3(CC(=O)N(c4ccc(Cl)cc4)C3=O)C2)c(OC)c1 (centres undefined),9%,-7%[38.3 µM],1%,-3%,4%,-13%,0%
Cc1ccnc(NC(=O)c2cc(S(=O)(=O)N3CCCCC3)ccc2Cl)c1,-7%[10 µM],7%[38.3 µM],-4%,1%,5%,7%,?
CCCNc1nc(N2CCCC2)nc(N2CCCC2)n1,-15%[10 µM],31%[activator],8%,10%,-4%[9.22 µM],-3%,0%
O=C(Nc1ccccc1C(=O)N1CCOCC1)C1COc2ccccc2O1 (centres undefined),26%,8%[38.3 µM],7%,9%,-11%,-1%,1%
O=C(NC1CCCCC1)C(c1ccco1)N(C(=O)C(F)(F)F)C1CC1 (centres undefined),1%[1.9 µM],6%,7%,3%,1%,-1%,-5%
Nc1nc(NCCN2CCOCC2)nc(NCc2ccccc2)c1[N+](=O)[O-],28%[10 µM],.,4%,8%,2%[9.22 µM],-5%,.
Cc1nn(CC(=O)Nc2ccc(C(=O)N3CCCC3)cc2)c(=O)c2ccccc12,-9%,18%[38.3 µM],9%,-9%,3%,-8%,-7%
CC(C)(C)c1cc(C(=O)NCc2ccco2)ccn1,-3%[0.074 µM],18%[38.3 µM],-6%,2%,9%,-13%,-3%
COc1cccc(CNC(=O)CCl)c1,27%[10 µM],-7%,-6%,9%,?,-4%,-3%
NCCNc1ccc([N+](=O)[O-])c(NC2CC2)c1,-14%[10 µM],9%,4%,10%,-7%,-5%,?
CCN(CCNC(=O)CC1Oc2ccccc2NC1=O)c1ccccc1 (centres undefined),-13%,11%[38.3 µM],3%,27%,-7%,1%,-1%
COc1ccc(NC(=S)Nn2cnnc2)cc1OC,-11%,1%,-3%,?,-16%,1%,?
COc1ccc(C2CC3(O)NC(=O)C(C#N)(C3C)C2(C#N)C#N)cc1 (centres undefined),-10%[10 µM],.,-5%,2%,0%[9.22 µM],-5%,.
COC(=O)c1ccccc1Nc1ccccc1,-40%[inhibitor],10%[38.3 µM],8%,2%,11%,-4%,4%

These rows are one share of the data; rates above refer to the full screens.
